AT treatment = candidate therapy for ataxia-telangiectasia; […] A-T fibroblasts, KAP-1 phosphorylation AlphaLISA; neocarzinostatin DNA damage 30 min before lysis; Potency, µM (doses to about 57.5 µM), without a hit: at the highest dose activation, usual class: activators; 320,000 tested, 0.19% active; AID 485349; note: potency is the fitted concentration of half-maximal effect; % of control where 0% means no effect; nearly all actives have a fitted effect of over 45% in size
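hTERT-immortalized A-T patient fibroblasts ([…]), 500 cells/well in OPTI-MEM, 1% FBS, got compounds for 60 min, then NCS for 30 min at 37C. Lysates were then assayed for phospho-KAP-1 by AlphaLISA (anti-pKAP1 donor, anti-KAP1 acceptor beads), 6 hr at 25C.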
Mito fusion yeast = inhibitors of mitochondrial division or activators of mitochondrial fusion. 320,000 tested, 0.23% active. Potency, µM (titrated, usually from 46.1 µM), inactives show at the highest dose growth rescue (activation), hits mostly activators. S. cerevisiae fusion-defective mutant growth rescue, CellTiterGlo 48 h;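 note: potency is the fitted concentration of half-maximal effect; % of control where 0% means no effect; nearly all actives have a fitted effect of over 45% in size; temperature-sensitive fusion mutants such as fzo1-1 at 37 °C on non-fermentable ethanol glycerol medium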
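S. cerevisiae fusion-defective temperature-sensitive mutants (e.g. fzo1-1, mgm1-5) grown 48 h at 37C in YPEG (ethanol/glycerol non-fermentable) medium with 23 nl compound per well; growth rescue read as CellTiterGlo luminescence.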
S-ASM inh = human S-ASM enzyme inhibition | P17405 | placental ASM, HMU-PC fluorogenic substrate, 60 min | AID 504937 | Potency, µM (titrated, usually from 57.5 µM), without a hit: top-dose activity change, negative = inhibition, usual class: inhibitors | 340,000 tested, 0.006% active; note: potency is the fitted concentration of half-maximal effect
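Fluorogenic HMU-PC substrate (9 uM final) is turned over by placental ASM in 60 min at 37 C after a 10 min compound preincubation. Reaction ended by alkaline stop (pH 10), with fluorescence read at 386/447 nm.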
TSHR antagonist = blocks TSH signaling through the human TSH receptor. P16473. TSHR-expressing cells, TSH-stimulated cAMP HTRF, 2 h; active compounds read low. activity change, negative = inhibition, % at 11.5 µM. 330,000 tested, 0.2% active;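 active = activity change below a set negative limit, meaning inhibition stronger than a set level, cut at about -70% in these data; inconclusive = activity change between two set negative limits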; note: % is set by controls: 0 for no effect and ±100 for the full control effect
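TSHR-expressing cells, 200/well, pre-treated with compound, then stimulated with EC80 TSH (4nM final) for 2 hours at 37 deg C. cAMP measured by competitive HTRF: anti-cAMP cryptate antibody in lysis buffer plus cAMP-d2, read after 30 minutes at room temperature.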
PTAP TSG101 blk = blocks PTAP/TSG101 interaction to inhibit HIV-1 budding | Q99816 | Fluorescence polarization, FITC-PTAP peptide / Tsg101 binding | Potency, µM (top dose mostly 115 µM), for the others: at the top dose activity change, negative = inhibition, usual class: inhibitors | 340,000 tested, under 10 active; active = well fitted inhibition curve with a large enough effect in the main read-out, with a control signal flat, not every such curve was filed as active; inconclusive = small, poorly fitted or top-dose-only effect, or effect the other way, or a change in a side signal; inactive = no such curve, though single readings can be large or run the other way; note: potency is the fitted concentration of half-maximal effect; % of control where 0% means no effect
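Compounds were pin-transferred onto Tsg101 binding domain (10 uM final) in HEPES pH 7.5 buffer, then FITC-PTAP peptide was added at 50 nM final. After 20 min at RT, polarization reported peptide displacement across a qHTS concentration series.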
TCR act = T cell receptor activation | primary human leukocytes, anti-CD3, IL-2 HTRF, 48 h | Potency, µM (top dose mostly 9.22 µM), inactives show top-dose activation of IL-2 secretion, usual class: activators | 330,000 tested, under 10 active | AID 504894; note: % of control where 0% means no effect
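Using a-CD3 beads without co-stimulation, primary human leukocytes were exposed to compounds for 48 hr. An HTRF IL-2 kit measured the cytokine, with europium-to-d2 energy transfer producing emission at 665nm upon 320nm excitation.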
Integrin act MD = integrin-mediated muscular dystrophy alleviation activation. Potency, µM (top dose mostly 38.3 µM), without a hit: at the top dose activation, most hits filed as activators. alpha7betagal myoblasts, beta-gal FDG fluorescence, 48 h. AID 624291. 350,000 tested, 0.064% active;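 note: potency is the fitted concentration of half-maximal effect; 100% = response of the positive control SU9516; nearly all actives have a fitted effect of over 60% in size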
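alpha7betagal+/- myoblasts (passage 13, 250/well) treated 48 h at 37C with compounds at 1:260 dilution of DMSO stock. Lysed, then beta-galactosidase activity read as FDG fluorescence (ex 480/em 540) after 30 min, with pre-read for autofluorescence.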
MBNL1 CUG block = MBNL1-poly(CUG) RNA binding inhibition; Q9NR56; TR-FRET MBNL1-His/biotin-(CUG)12 binding, 665/545 ratio; Potency, µM (titrated, usually from 57.5 µM), without a hit: top-dose activity change, negative = inhibition, usual class: inhibitors; 280,000 tested, 0.036% active; AID 2675; active = well fitted inhibition curve with a large enough effect in the signal ratio, with a control signal flat, not every such curve was filed as active; inconclusive = small, poorly fitted or top-dose-only effect, or effect the other way, or a change in a side signal; inactive = no such curve, though single readings can be large or run the other way; the % refers to the signal ratio; note: potency is the fitted concentration of half-maximal effect; % is set by controls: 0 for no effect and ±100 for the full control effect
Target sequence (Q9NR56 whole entry, looked up): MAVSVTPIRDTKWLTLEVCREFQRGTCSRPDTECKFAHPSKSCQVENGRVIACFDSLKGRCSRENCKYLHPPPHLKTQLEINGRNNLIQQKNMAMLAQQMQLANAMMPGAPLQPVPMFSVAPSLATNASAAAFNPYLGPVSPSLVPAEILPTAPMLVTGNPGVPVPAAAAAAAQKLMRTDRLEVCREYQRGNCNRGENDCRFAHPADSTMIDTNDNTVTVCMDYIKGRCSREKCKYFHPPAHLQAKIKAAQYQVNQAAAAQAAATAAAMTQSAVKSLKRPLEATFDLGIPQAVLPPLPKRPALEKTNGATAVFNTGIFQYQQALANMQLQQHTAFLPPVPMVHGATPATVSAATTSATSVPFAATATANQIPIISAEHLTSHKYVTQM
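TR-FRET between His-tagged MBNL1 and biotin-(CUG)12 RNA, detected with Tb anti-His antibody (0.055 ng/ul) and streptavidin-XL665 (5 nM), 60 min at room temperature. Compounds titrated 92 nM to 58 uM; 665/545 nm ratio normalized to buffer and complex controls.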
Menin-MLL TR inh = inhibitors of human menin-MLL interaction, mutant MLL peptide; O00255; Menin + Texas Red MLL mutant peptide, fluorescence polarization; Potency, µM (doses to about 61.6 µM), for the others: at the top dose FP activity change, negative = inhibition, usual class: inhibitors; 270,000 tested, 0.23% active; active = well fitted inhibition curve with a large enough effect in the polarisation, with a control signal flat, not every such curve was filed as active; inconclusive = small, poorly fitted or top-dose-only effect, or effect the other way, or a change in a side signal; inactive = no such curve, though single readings can be large or run the other way; the % refers to the polarisation; note: potency is the fitted concentration of half-maximal effect; % of control where 0% means no effect; many of its hits are not listed in these tables
Target sequence (O00255 whole entry, looked up): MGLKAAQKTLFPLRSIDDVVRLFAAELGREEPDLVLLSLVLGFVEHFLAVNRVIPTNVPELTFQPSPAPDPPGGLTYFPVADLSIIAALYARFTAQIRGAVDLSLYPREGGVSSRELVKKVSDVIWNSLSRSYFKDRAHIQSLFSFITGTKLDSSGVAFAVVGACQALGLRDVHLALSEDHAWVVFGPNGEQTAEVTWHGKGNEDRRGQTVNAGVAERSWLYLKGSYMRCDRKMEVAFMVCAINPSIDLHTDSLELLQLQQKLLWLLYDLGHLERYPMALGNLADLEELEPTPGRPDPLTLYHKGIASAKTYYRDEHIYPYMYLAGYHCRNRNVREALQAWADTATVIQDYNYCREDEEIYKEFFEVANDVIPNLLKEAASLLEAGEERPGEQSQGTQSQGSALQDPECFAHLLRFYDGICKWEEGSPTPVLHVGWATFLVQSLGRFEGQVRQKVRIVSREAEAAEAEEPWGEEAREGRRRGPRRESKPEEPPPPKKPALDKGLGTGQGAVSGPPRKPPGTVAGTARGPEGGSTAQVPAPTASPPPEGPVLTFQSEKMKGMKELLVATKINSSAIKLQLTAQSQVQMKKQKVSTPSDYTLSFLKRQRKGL
MLL CXXC-DNA inh = inhibitors of human MLL CXXC domain-DNA interaction. Q03164. MLL-CXXC / FITC-HOXA9 DNA fluorescence polarization. Potency, µM (series often up to 115 µM), inactives show at the top dose activity change, negative = inhibition, hits mostly inhibitors. 290,000 tested, 0.037% active. AID 2662; active = well fitted inhibition curve with a large enough effect in the polarisation, with a control signal flat, not every such curve was filed as active; inconclusive = small, poorly fitted or top-dose-only effect, or effect the other way, or a change in a side signal; inactive = no such curve, though single readings can be large or run the other way; the % refers to the polarisation; note: potency is the fitted concentration of half-maximal effect
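Fluorescence polarization: 7 uM MLL-CXXC (stock) preincubated 5 min with compounds, then 50 nM fluorescein-HOX-A9 DNA (stock) added; 30 min ambient. Buffer 50 mM Tris-HCl pH 7.5, 50 mM NaCl, 1 mM DTT, 0.05% BSA.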
An asterisk follows results filed as active; i = inactive; ? = inconclusive; · = no result given; [ ] = remark or other dose. Unless noted, calls come from the whole dose curve; as a rule, active = well fitted curve in the direction sought with a large enough effect; inconclusive = small, poorly fitted or top-dose-only effect, or another doubt; inactive = no such curve, though single readings can be large; an effect the other way counts as inactive or inconclusive. Some of the compounds tested. The share of hits here may be higher or lower than overall.

SMILES	AT treatment	Mito fusion yeast	S-ASM inh	TSHR antagonist	PTAP TSG101 blk	TCR act	Integrin act MD	MBNL1 CUG block	Menin-MLL TR inh	MLL CXXC-DNA inh
NC(=O)c1c(NC(=O)CCCn2cnc([N+](=O)[O-])n2)sc2c1CCCC2	0%	-4%	-2%	-1	0%	-3%	12%	?	8%	30%[activator]
COc1ccc(OC)c(C(c2nnnn2CCC(C)C)N2CCN(C(=O)c3ccco3)CC2)c1 (stereo not drawn)	12%	2%	4%	6	3%	-7%	11%	-4%	-20%	-1%
CCNC(=S)N/N=C/c1ccc(C(=O)O)cc1	2%	15%	4%	31	0%	·	10%	5%	-16%	25%
CCOC(=O)c1sc(NC(=O)c2ccc(S(=O)(=O)N(C)C)cc2)cc1C	·	-4%	-22%	·	-4%	-5%	-40%	69%[activator]	?	8%
COc1ccccc1OCC(=O)Nc1ccccc1C(=O)N1CCCCC1	7%	4%	1%	-6	-1%	4%	4%	0%	·	-3%
NC(=O)CSc1nc2cccnc2n1-c1ccc(F)cc1	-3%	3%	-1%	-43	-1%	3%	1%	12%	-15%	7%
CN(Cc1ccccc1)C(=O)COC(=O)c1ccc(Cl)c(N)c1	14%	2%	4%	-6	-1%	6%[46.1 µM]	0%	?	-2%	-6%
CCN(CC)S(=O)(=O)c1ccc(N2CCOCC2)c(NC(=O)CCC2CCCCC2)c1	35%	13%	-1%	28	-6%	-9%[46.1 µM]	-21%	3%	-5%	-2%
COc1ccc(N2CC(NS(=O)(=O)c3ccc4ccccc4c3)CC2=O)cc1 (stereo not drawn)	21%	-9%	-2%	-14	2%	-3%	-2%	·	·	·
CCCCNC(=O)c1ccccc1NC(=O)CCSc1ccccc1	·	23%	-5%	2	-7%	1%	2%	-4%	-2%	6%
NNC(=O)c1oc2nc(-c3cccs3)cc(-c3ccco3)c2c1N	2%	-6%	·	-12	·	·	·	?	?	2%
Cc1ccc(C(=O)OC2OC(=O)C(Cl)=C2N2CCOCC2)cc1 (stereo not drawn)	-2%	3%	4%	9	-1%	0%[46.1 µM]	47%	-8%	-9%	137%[activator]
CN(Cc1ccc2c(c1)OCCO2)C(=O)CN1C(=O)NC2(CCCCC2)C1=O	5%	2%	-2%	7	-3%	8%	1%	-3%	·	7%
COc1ccc(CCC(=O)N2CCN(C(=O)c3ccccc3)CC2)cc1	17%	2%	1%	-6	0%	0%	1%	-7%	-8%	3%
Nc1cccc(N2C(=O)c3cccc4c(N)ccc(c34)C2=O)c1	-6%	9%	-7%	1	?	1%	-17%	?	-1%	?
Cc1nc(-c2cccc(NC(=O)c3cccc(S(=O)(=O)N4CCCC4)c3)c2)cs1	1%	3%	-2%	-39	0%	5%	-9%	·	·	·
CCOC(=O)N/N=C\c1ccc(OC(=O)c2ccco2)cc1	-3%	-2%	2%	15	-1%	6%	-13%	3%	-9%	121%[activator]
CN(c1ccccc1)c1nc(N2CCCC2)nc(-n2ccnc2)n1	-1%	4%	-4%	-1	-3%	3%	-4%	-1%	-15%	1%
CCOC(=O)CSc1nnc(CNc2ccc(Cl)cc2)n1-c1ccccc1	2%	4%	40%	-1	-2%	0%	-21%	-10%	1%	-9%
Cc1nn(C)c(C)c1S(=O)(=O)N(CC(=O)NCCCOC(C)C)c1ccc(C(C)C)cc1	-5%	0%	1%	3	0%	-4%	-21%[7.66 µM]	-9%	-4%	?
CN1CCN(CC#CCC(O)(c2ccccc2)C2CCCC2)CC1 (stereo not drawn)	0%	-4%	10%	0	-7%	-5%[46.1 µM]	14%	-2%	12%	5%
CN(Cc1cccnc1)C(=O)c1cc(COc2ccc3ncccc3c2)on1	-1%	-22%	2%	-29	-8%	-2%	-52%[inhibitor]	-8%	2%	16%
CC(C)C[C@H](NC(=O)OC(C)(C)C)C(=O)N/N=C/c1ccc2nccnc2c1	·	4%	2%	-2	-5%	3%	-50%[inhibitor]	?	-2%	-19%
CCc1cc2c(SCC(=O)c3ccc(Cl)s3)ncnc2s1	15%	10%	-11%	-45	-2%	-2%	27%	13%	·	-3%
CC(C)(C)c1csc(CS(=O)(=O)c2ccccn2)n1	17%	-4%	2%	28	0%	6%	-15%	-3%	·	-9%
Next section:
SMILES	AT treatment	Mito fusion yeast	S-ASM inh	TSHR antagonist	PTAP TSG101 blk	TCR act	Integrin act MD	MBNL1 CUG block	Menin-MLL TR inh	MLL CXXC-DNA inh
O=C(Nc1cccc(Br)c1)c1ccc2nc(N3C(=O)CCC3=O)sc2c1	?	0%	-19%	-10	-2%	2%	-14%	0%	?	23%
O=c1[nH]c(C2CCN(S(=O)(=O)c3ccccc3)CC2)nc2c1nnn2Cc1ccc2c(c1)OCCO2	-4%	4%	35%[activator]	-14	1%	-1%	?	-3%	·	0%
N/C(=N\O)c1ccc([N+](=O)[O-])s1	-12%	-13%	-1%	4	-1%	1%	8%	?	·	4%
CN(C)CCCNc1c2ccccc2nc2ccccc12	9%	30%	i	0	3%	0%	-76%[inhibitor]	?	-12%	?
CNC(=S)N(Cc1ccc(Cl)cc1)Cc1cccs1	0%	10%	-12%	-3	-3%	0%	8%	·	·	-1%
O=C(Nc1cccc(F)c1)NC1CCCCC1	·	-3%	2%	23	-5%	·	6%[7.66 µM]	0%	37%[activator]	1%
COc1ccc(Nc2ccc(OC)cc2)cc1	-23%	-3%	0%	2	0%	1%	14%	?	·	-7%
Cc1cccc(C)c1NC(=O)CSc1nnc(-c2ccccc2)n1Cc1ccc2c(c1)OCO2	-4%	7%	-2%	51	-2%	·	6%	2%	-1%	1%
CN(C)c1ccc(-c2noc(C3CCN(S(=O)(=O)c4ccc(C(=O)O)cc4)CC3)n2)cc1	·	·	0%	·	-2%	-1%	15%	·	·	·
Cc1ccc(NC(=O)CSc2nccn2C)cc1F	2%	-1%	-3%	-8	-6%	0%	4%	-6%	·	8%
Cc1ccc(C2N(c3nccs3)C(=O)C3CCCN32)cc1 (stereo not drawn)	3%	-1%	-2%	9	-4%	5%	42%	-5%	-9%	-1%
CNC(=O)C(Sc1nc(C)nc2c1oc1ccccc12)C(C)=O (stereo not drawn)	13%	10%	1%	15	-1%	1%	-37%	?	-1%	0%
CCC(O)C1CCN(C(=O)c2cc(COc3ccc4ncccc4c3)on2)CC1 (stereo not drawn)	5%	-6%	-2%	9	-5%	-4%	-49%[inhibitor]	9%	15%	7%
N#Cc1ccsc1NC(=O)CN1CCN(S(=O)(=O)c2cc(Cl)ccc2Cl)CC1	2%	6%	-10%	11	1%	-2%[46.1 µM]	-10%	59%[activator]	4%	-4%
CCOc1ccc(CN2CCN(c3cc(C)nc4c5c(C)cc(C)nc5nn34)CC2)cc1	11%	2%	·	0	·	·	·	?	1%	37%[activator]
COc1cc2c(cc1OC)CN(C(=O)c1ccc(S(=O)(=O)N3CCCC3)cc1)CC2	3%	0%	-2%	-8	1%	-1%	6%	-5%	·	1%
O=C(OCC(=O)N1CCc2ccccc21)c1ccc([N+](=O)[O-])cc1	21%	-4%	3%	59	-2%	1%	-5%	·	·	·
O=C(NC1CCN(C(=S)NCCc2ccccc2)CC1)C1CCCCC1	2%	3%	4%	6	-1%	2%	-31%	-3%	-8%	?
COc1ccc(NC(=O)CSc2nnc(CN3CCOCC3)n2-c2ccccc2)cc1Cl	5%	-2%	2%	-6	-6%	-3%	0%	4%	-1%	-2%
Cc1c(C(=O)Nc2ccc(C(F)(F)F)cc2)sc2ncn(CC(=O)N3CCN(c4ccccn4)CC3)c(=O)c12	6%	-2%	-12%	-15	-8%	1%	-23%	-2%	·	11%
Cc1ccnc(NS(=O)(=O)c2ccc(NC(=O)CC(C)c3ccccc3)cc2)n1 (stereo not drawn)	-1%	-7%	-3%	-11	0%	-3%	-9%	-3%	-4%	15%
CC1CCCN(CC(O)COC(c2ccccc2)c2ccccc2)C1 (stereo not drawn)	-8%	-7%	-1%	-6	-1%	·	-34%	-4%	-7%	1%
O=C(NC1CCCCCC1)C1CCCN(S(=O)(=O)c2cnc[nH]2)C1 (stereo not drawn)	-1%	2%	3%	5	0%	1%	3%	0%	22%	-11%
O=C(Nc1ccc2nc3n(c(=O)c2c1)CCCC3)c1ccccc1F	0%	7%	0%	5	0%	12%	24%	-4%	-6%	48%[activator]

Source: PubChem BioAssay (National Center for Advancing Translational Sciences (NCATS))
